GAA inhib = blocks human lysosomal alpha-glucosidase; P10253; Potency, µM (top dose mostly 76.9 µM), without a hit: at the highest dose activity change, negative = inhibition, most hits filed as inhibitors; purified human GAA, 4-MU-alpha-glucoside fluorescence; hit rate 0.005% among 200,000;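 also: plate controls were uninhibited enzyme wells for no effect and no-enzyme background for full effect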
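Fluorescence at Ex 365/Em 440 nm from 4-methylumbelliferone reported enzyme activity after 20 min at room temperature. Reactions used 4 nM enzyme and 400 uM substrate at pH 5.0; curves fitted with the Hill equation.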
aGal spleen mod = inhibitors or activators of human alpha-galactosidase in spleen homogenate; hit rate 0.008% among 240,000; human spleen homogenate, 4MU-alpha-Gal fluorescence, 40 min; Potency, µM (titrated, usually from 80 µM), for the others: at the top dose activity change, negative = inhibition, actives largely listed as inhibitors;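 also: 0% = enzyme with vehicle and -100% = no enzyme basal signal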
Target sequence (P06280 32-429 limits assumed): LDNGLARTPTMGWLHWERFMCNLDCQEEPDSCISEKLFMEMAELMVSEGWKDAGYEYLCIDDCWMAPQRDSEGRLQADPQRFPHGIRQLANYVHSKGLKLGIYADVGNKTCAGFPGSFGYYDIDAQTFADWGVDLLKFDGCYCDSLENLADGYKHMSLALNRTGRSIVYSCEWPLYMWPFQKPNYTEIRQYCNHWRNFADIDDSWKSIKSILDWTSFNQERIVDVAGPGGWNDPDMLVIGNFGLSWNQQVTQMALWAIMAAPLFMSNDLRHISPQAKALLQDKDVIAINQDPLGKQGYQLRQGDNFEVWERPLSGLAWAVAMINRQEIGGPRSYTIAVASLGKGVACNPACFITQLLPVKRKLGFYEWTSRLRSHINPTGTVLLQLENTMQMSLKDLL
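Fluorogenic readout (Ex 365/Em 440 nm) of 4-methylumbelliferone released from 1 mM 4-MU-alpha-galactoside by spleen homogenate, 40 min at 37C, pH 5.0. Data normalized to no-enzyme and enzyme controls; Hill-equation AC50 from compound titrations.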
Tau fluor cs = counter-screen for tau fibril formation inhibitors. tau K18 P301L Alexa594 fluorescence, heparin fibrillization. Potency, µM (highest dose often 57.7 µM), for the others: at the top dose activity change, negative = decrease. hit rate 0.93% among 280,000; also: % is scaled to controls: 0 for no effect and ±100 for the full control effect; nearly all actives have a fitted effect of over 55% in size
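Human K18 P301L tau (15 uM unlabeled plus 0.24 uM Alexa 594-labeled, final) in 100 mM sodium acetate pH 7 was mixed with compound and 20 uM heparin and incubated 6 hr at 37 C.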
Tau fibril FP = tau fibrillization inhibition (FP). hit rate 0.39% among 280,000. Potency, µM (titrated, usually from 57.7 µM), inactives show top-dose activity, negative = inhibition, most hits filed as inhibitors. K18 P301L tau heparin fibrillization, Alexa594 FP, 6 h. P10636; also: % is scaled to controls: 0 for no effect and ±100 for the full control effect; nearly all actives have a fitted effect of over 55% in size
Target sequence (P10636 561-689 P618L limits assumed): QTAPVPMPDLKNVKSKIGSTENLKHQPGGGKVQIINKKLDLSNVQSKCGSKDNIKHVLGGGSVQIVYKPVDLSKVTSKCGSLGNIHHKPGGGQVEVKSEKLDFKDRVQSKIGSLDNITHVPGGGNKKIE
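Human tau K18 […] P301L fragment, 15 uM unlabeled plus 0.24 uM Alexa 594-labeled tau (final), with compound and 20 uM heparin in 100 mM sodium acetate pH 7; 6 hr at 37 C, then Alexa 594 FP read.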
GAA glycogen = GAA glycogen-cleavage inhibition or activation; Potency, µM (doses to about 76.4 µM), for the others: at the top dose activity change, negative = inhibition, actives largely listed as inhibitors; hit rate 0.38% among 300,000; recombinant GAA, glycogen substrate, Amplex Red glucose oxidase fluorescence; P10253;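 also: 0% = full enzyme reaction and -100% = no-enzyme basal signal; the screen sought inhibitors and activators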
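Recombinant enzyme (4 nM final) with compounds titrated up to 77 uM and bovine liver glycogen (30 ug) in citrate pH 5.0, 0.01% Tween-20, 37 C 40 min. Released glucose detected by Amplex Red/glucose oxidase (Ex 573/Em 610); AC50 from Hill fits.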
HTT ATP protect = protects HTT-Q103 PC12 cells, measured by ATP; PC12 HTT-Q103 induced, cytoprotection, ATP luminescence, 40 h; Potency, µM (doses to about 56.4 µM), for the others: cytoprotection (ATP increase), actives largely listed as activators; hit rate 0.14% among 230,000;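 also: % of control where 0% means no effect; nearly all actives have a fitted effect of over 45% in size; toxic huntingtin expression switched on by the ecdysone agonist tebufenozide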
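PC12 cells with ecdysone-inducible HTT exon 1 Q103-GFP, induced with 100 nM tebufenozide and co-treated with library compounds in a dose series (1536-well, 1500 cells/well). Cytoprotection read as ATP content by ATPlite luminescence.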
Tau fibril ThT = tau fibrillization inhibition (ThT binding). P10636. recombinant tau K18 P301L (four-repeat tau fragment), heparin-induced fibrillization, ThT fluorescence. Potency, µM (series often up to 57.4 µM), for the others: top-dose activity, negative = inhibition, usual class: inhibitors. hit rate 2.1% among 270,000. AID 1460; also: % is scaled to controls: 0 for no effect and ±100 for the full control effect; nearly all actives have a fitted effect of over 55% in size
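Recombinant human tau K18 fragment […] carrying P301L, 15 uM unlabeled plus 0.24 uM Alexa 594-labeled, was fibrillized with 20 uM heparin in 100 mM sodium acetate pH 7 for 6 hr at 37 C; 30 uM ThT fluorescence read after 1 hr.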
aGlu spleen mod = inhibitors or activators of human alpha-glucosidase in spleen homogenate; P10253; human spleen homogenate, 4-MU-alpha-glucoside fluorescence; Potency, µM (series often up to 79.9 µM), inactives show at the highest dose activity change, negative = inhibition, hits mostly inhibitors; hit rate 0.006% among 240,000; AID 2112;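 also: 0% = enzyme with vehicle and -100% = no enzyme basal signal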
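Human spleen homogenate (1 ug) with 4-methylumbelliferyl-alpha-D-glucopyranoside (1 mM final) in 50 mM citrate/phosphate pH 5.0, 0.01% Tween-20; 40 min at 37 C. Stopped at pH 10; 4-MU fluorescence Ex 365/Em 440 nm; AC50 by Hill fit.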
Starred values were filed as active, the others as inactive; ? = inconclusive; . = not tested or not shown; & = joins results of further samples; [ ] = remark or other dose. Calls follow the shape of the dose curve; as a rule, active = well fitted curve in the direction sought with a large enough effect; inconclusive = small, poorly fitted or top-dose-only effect, or another doubt; inactive = no such curve, though single readings can be large; an effect the other way counts as inactive or inconclusive. Potency is read from the fitted curve at half-maximal effect.

1: Cc1cccc(NC(=O)c2ccoc2C)n1
2: Cc1cc(-c2ccc(F)cc2)nc2cc(C(N)=O)nn12
3: CC(C)c1ccc(S(=O)(=O)c2cn(Cc3ccc(F)cc3)c3cc4c(cc3c2=O)OCO4)cc1
4: CC(C)[C@@H](CC(=O)N[C@@H]1CCCC[C@H]1C(=O)N[C@H](CC(=O)N[C@@H](CCC(=O)O)CC(=O)O)Cc1c[nH]c2ccccc12)NC(=O)C[C@H](Cc1ccccc1)NC(=O)[C@@H]1CNCC[C@H]1N
5: Cc1cc(NC(=O)C(C)C)n(-c2nc3ccccc3s2)n1
6: COC(=O)C1=C(c2ccccc2)c2ccccc2S(=O)(=O)N1CC(=O)Nc1ccc(F)c(F)c1
7: O=C(NCCc1nc2ccccc2[nH]1)c1ccco1
8: CCOc1ccc2[nH]cc(S(=O)(=O)c3ccc(Cl)cc3)c(=O)c2c1
9: CCCCC(=O)N(CCC)CCC
10: CCn1c(SCC(=O)Nc2sc3c(c2C#N)CCCC3)nnc1-c1ccncc1

assay / compound	1	2	3	4	5	6	7	8	9	10
GAA inhib	-10%	1%	4%	.	2%	.	-2%	-7%	-7%	8%
aGal spleen mod	0%	7%	2%	-29%	-1%	.	12%	-4%	4%	0%
Tau fluor cs	-7%	-19%	2%	-10%	-6%	?	4%	?	-12%	-4%
Tau fibril FP	-2%	-4%	5%	-11%	0%	?	-5%	?	-12%	4%
GAA glycogen	-6%	-11%	1%	.	1%	-1%[76.3 µM]	0%	5%	5%	-10%
HTT ATP protect	-10%	-5%[10 µM]	.	-33%[inhibitor]	-108%[inhibitor]	.	-24%	-63%[inhibitor][10 µM]	6%[10 µM]	34%[10 µM]
Tau fibril ThT	-14%	-27%	1%	-2%	-8%	9%	8%	-8%	-9%	?
aGlu spleen mod	0%	-19%	5%	-6%	2%	.	5%	3%	-1%	-2%

11: Cc1ccc(C(=O)C[n+]2cc(-c3ccccc3)n3c2CCCCC3)cc1
12: Cc1ccc(-c2nnn(CC(=O)N(Cc3ccco3)C(C(=O)NC(C)(C)C)c3ccncc3)n2)o1 (stereo not drawn)
13: CNC(=O)NC(=O)CSc1nc(-c2cccs2)c(C#N)c(=O)[nH]1
14: Cc1cc(C)cc(OCC(=O)Nc2cccc(C(=O)O)c2)c1
15: CCN(CC)S(=O)(=O)c1cccc(C(=O)Nc2cc(C)nn2-c2ccccc2)c1
16: c1ccc(CCN2CN=C(Nc3nc4ccccc4s3)NC2)cc1
17: COc1ccc(S(=O)(=O)N2CCCCCC2)cc1N(C)S(=O)(=O)c1ccc(C)cc1
18: C[C@]1(C(=O)O)Cc2oncc2C[C@@H]1C(=O)O
19: C[C@@H]1C[C@H](O)c2cc(Cl)ccc2N1
20: COc1ccccc1CN(C(=O)CCl)C(C(=O)NC1CCCCC1)c1ccncc1 (stereo not drawn)

assay / compound	11	12	13	14	15	16	17	18	19	20
GAA inhib	-8%&-3%	13%	-1%	5%	1%	.	?	6%	0%	-11%
aGal spleen mod	-3%&-2%	0%	7%	-2%	5%	4%	0%	4%	5%	-4%
Tau fluor cs	4%&6%	-3%	-8%	-7%	-5%	-12%	-21%	12%	-2%	-7%
Tau fibril FP	3%&1%	6%	-4%	-1%	3%	3%	-3%	2%	11%	2%
GAA glycogen	3%&-2%	-1%	20%	13%	8%	-11%	-10%	13%	3%	-15%
HTT ATP protect	?	.	-14%[10 µM]	12%[10 µM]	8%[10 µM]	11%[10 µM]	26%[10 µM]	9%[10 µM]	-27%[0.074 µM]	12%[10 µM]
Tau fibril ThT	-2%&0%	-15%	-7%	-3%	-2%	-8%	-9%	17%	-9%	?
aGlu spleen mod	-4%&-9%	0%	3%	-2%	-3%	0%	-4%	-5%	2%	-2%

21: CCc1nc2ccc(C(=O)Nc3ccc4c(c3)OCO4)cc2nc1CC
22: COC(=O)Nc1ccc(S(=O)(=O)N2CCCC(C(=O)N3CCC(C)CC3)C2)cc1 (stereo not drawn)
23: COc1ccccc1CNC(=O)c1cc2sccc2n1Cc1ccc(Cl)cc1
24: Clc1ccc(-n2cc(-c3ccc(Br)cc3)[n+]3c2CCCCC3)cc1
25: Cc1ccc2nc(-c3ccc(Cl)c(NC(=O)c4cccc([N+](=O)[O-])c4C)c3)oc2c1
26: COc1ccc(C(C(=O)NCC2CCCO2)N(C(=O)CNC(=O)c2cccs2)c2ccc(NC(C)=O)cc2)cc1OC (stereo not drawn)
27: CCOC(=O)c1c(NC(=O)c2cccs2)sc2c1CCCC2
28: Cc1ccc(CN2CCN(Cc3c(C)nn(C(C)C)c3C)CC2CCO)o1 (stereo not drawn)
29: Cc1nn(-c2ccccc2)c(Oc2ccc(F)cc2)c1/C=N/n1cnnc1
30: CC(O/N=C/c1ccc(OC(F)F)cc1)C(=O)Nc1cccc(S(=O)(=O)N2CCOCC2)c1 (stereo not drawn)

assay / compound	21	22	23	24	25	26	27	28	29	30
GAA inhib	-2%	6%	.	.	.	9%	-3%	0%	?	-4%
aGal spleen mod	2%	2%	.	0%	.	3%	-5%	-4%	1%	-13%
Tau fluor cs	?	-5%	-12%	2%	-17%	0%	-12%	0%	-3%	-25%
Tau fibril FP	10%	3%	?	8%	-14%	-2%	-3%	-10%	15%	-4%
GAA glycogen	0%	1%	-5%[76.3 µM]	4%	-4%[76.3 µM]	24%	2%	-2%	-2%	-20%
HTT ATP protect	-56%[inhibitor]	0%	.	2%[10 µM]	.	.	9%	6%[10 µM]	-10%	-1%[10 µM]
Tau fibril ThT	?	-2%	3%	-4%	-12%	-1%	-11%	-10%	-7%	-4%
aGlu spleen mod	-1%	-16%	.	-2%	.	7%	-7%	0%	2%	-5%

31: O=C(O)c1cc(NCc2cccs2)ccc1N1CCOCC1
32: O=C(NC(=S)Nc1ccc2c(c1)OCCO2)c1ccc(F)cc1Cl
33: CCOC(=O)/C(C#N)=C/Nc1cc(C(C)(C)C)sc1C(C)=O
34: O=C(NCCSCc1ccccc1)c1ccc(F)cc1
35: CC(=O)Cn1ncc(N2CCOCC2)c(Br)c1=O
36: COc1cc(-c2noc(-c3ccc(NCc4cccnc4)c([N+](=O)[O-])c3)n2)cc(OC)c1OC
37: Cc1ccc(CN(c2ccc(C(=O)NCc3cccnc3)cc2)S(C)(=O)=O)cc1
38: O=C(NCCCN1CCCC1)c1ccc(CSCc2cccc(Cl)c2)o1
39: COc1cc(CC(=O)OCC(=O)Nc2ccc([N+](=O)[O-])cc2)cc(OC)c1OC
40: Cc1ccccc1NC(=O)CSc1nc(N2CCCCC2)nc(N2CCCCC2)n1

assay / compound	31	32	33	34	35	36	37	38	39	40
GAA inhib	-5%	-3%	2%	-10%	-4%	.	-6%	-8%	6%	4%
aGal spleen mod	-3%	1%	8%	6%	-6%	.	-7%	0%	3%	0%
Tau fluor cs	9%	-14%	-7%	4%	1%	-16%	-9%	-4%	-13%	2%
Tau fibril FP	1%	-7%	-2%	1%	-6%	5%	0%	1%	0%	2%
GAA glycogen	9.9µM*	1%	8%	-2%	4%	-4%[76.3 µM]	-3%	13%	4%	12%
HTT ATP protect	-9%[0.074 µM]	.	-34%[10 µM]	.	-16%	.	-3%	-3%	3%	-8%
Tau fibril ThT	8%	-7%	-3%	-2%	2%	-4%	-6%	-8%	-16%	-1%
aGlu spleen mod	-3%	5%	-11%	-15%	-4%	.	-7%	-4%	7%	-3%

Structural class: those above with bromine.
24: Clc1ccc(-n2cc(-c3ccc(Br)cc3)[n+]3c2CCCCC3)cc1
35: CC(=O)Cn1ncc(N2CCOCC2)c(Br)c1=O

assay / compound	24	35
GAA inhib	.	-4%
aGal spleen mod	0%	-6%
Tau fluor cs	2%	1%
Tau fibril FP	8%	-6%
GAA glycogen	4%	4%
HTT ATP protect	2%[10 µM]	-16%
Tau fibril ThT	-4%	2%
aGlu spleen mod	-2%	-4%

Next part.
41: CN(C)C(=O)CSc1nnc(CCN)o1
42: COc1ccc(NC(=O)c2sc(Cl)nc2-c2ccccc2)cc1
43: CCCc1cc(=O)[nH]c(SCC(=O)N(CC)Cc2ccccc2)n1
44: O=[N+]([O-])c1ccccc1N/N=C1\CC2CC=CC12 (stereo not drawn)
45: CCOC(=O)c1sc(NC(=O)c2ccccc2OCC)nc1C
46: CS(=O)(=O)N(CC(=O)NCc1ccncc1)Cc1ccc(Cl)cc1
47: COCCOc1ccc(C(F)(F)F)cc1NC(=O)c1ccc(C)cc1
48: O=C(C/C=N\O)Nc1ccc(Oc2ccccc2)cc1
49: CCc1ccc(CN(Cc2ccco2)C(=O)COc2ccccc2Cl)cc1

assay / compound	41	42	43	44	45	46	47	48	49
GAA inhib	2%	-7%	-6%	-1%	4%	-15%	0%	-6%	.
aGal spleen mod	8%	-9%	-2%	5%	-5%	-7%	-4%	13%	.
Tau fluor cs	-2%	-14%	0%	-16%	-7%	1%	-7%	-12%	-2%
Tau fibril FP	5%	-4%	-4%	14%	-6%	5%	2%	15%	-6%
GAA glycogen	5%	8%	-2%	-13%	4%	4%	8%	-12%	-7%[76.3 µM]
HTT ATP protect	-9%[0.074 µM]	20%[0.074 µM]	14%[10 µM]	-26%	-15%	-21%	-28%[10 µM]	-31%[inhibitor]	.
Tau fibril ThT	-6%	-11%	-7%	?	-9%	3%	-4%	-10%	-10%
aGlu spleen mod	-7%	-7%	-2%	-9%	-2%	-4%	1%	0%	.

Entries by screen from above:
aGal spleen mod, nos. 41–45, in order: 8%, -9%, -2%, 5%, -5%
aGlu spleen mod, nos. 41–45, in order: -7%, -7%, -2%, -9%, -2%
Tau fibril ThT, nos. 41–45, in order: -6%, -11%, -7%, ?, -9%

Assay outcomes as filed in PubChem.
